From PubChem
tolC growth inh – growth inhibitors of E. coli tolC mutant, primary screen, strain BW25113 ΔtolC::kan, 384-well; OD615; growth inhibition, % at 10 µM (by protocol); 65,000 compounds, 2.2% hits;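 active = growth inhibition at or above a cutoff equal to the mean over every tested compound plus 3 SD, cut at about 60% in these data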;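 also: growth measured after 20 h incubation at 37 °C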
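Test system: E. coli BW25113 ΔtolC::kan bacteria; incubation: 37 °C, 20 h exposure; medium: LB broth supplemented with 50 µg/mL kanamycin; read-out basis: percent growth inhibition; signal: A615 absorbance measurement; compound: 10 µM final, single dose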
AP ELISA ortho – alternative complement pathway inhibitors, primary screen, biochemical, ELISA, human serum, orthogonally pooled compounds | 62,000 compounds, 0.08% hits | LPS-coated ELISA, C3 deposition; tested in compound mixtures | inhibition, % at 5 µM;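 active = inhibition above 30% in each of the two pooled mixtures holding the compound, so the lower value exceeds 30%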;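 also: 0% = serum in Mg-EGTA without compound and 100% = EDTA serum blank; some compounds past the cut are filed as inactive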
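Test system – human serum alternative complement pathway, C3 deposition on LPS-coated wells · Buffer or medium – diluted human serum in Mg2+-EGTA GVB++ · Compound dosing – 5 µM each compound, pools of ten, 50 µM per pool · Schedule – 1 h serum-compound exposure at 37 °C · Measured by – Anti-C3 ELISA, OD 450 nm · Read-out basis – percent inhibition of C3 deposition onto LPS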
HTR1E agonist – 5-HT1E receptor agonists, primary screen, cell-based, HTS; 5-hydroxytryptamine receptor 1E (Homo sapiens), P28566; CHO 5-HT1E Ga15 NFAT-bla reporter, FRET; 0% DMSO wells, 100% control agonist wells; activation, % at 6 µM; 65,000 compounds, 0.69% hits; AID 574, 2007;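 active = activation above a set limit, the screen-wide mean activation plus 3 SD, cut at about 8.5% in these data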;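 also: 100% = positive control agonist at 1 µM giving full maximal response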
S1P1 ag-PAM – S1P1 agonists and agonism potentiators, primary screen, cell-based, primary and confirmation screens, CRE-bla reporter; S1P1 CRE-bla cells, forskolin, beta-lactamase FRET, potentiator mode; S1P1 agonist co-added at EC20, 2 nM; 100% = saturating reference agonist, 0% = basal; activation, % at 9.5 µM; 56,000 compounds, 0.57% hits; Sphingosine 1-phosphate receptor 1 (Homo sapiens), P21453;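 active = activation above a cutoff set at the mean activation of all tested compounds plus 3 SD, cut at about 54% in these data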;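 also: forskolin at 4 µM as EC80 and the EC20 agonist is SEW2871; 100% = SEW2871 at its EC100 plus forskolin at EC80; some compounds past the cut are filed as inactive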
Target sequence (P21453 whole entry, looked up): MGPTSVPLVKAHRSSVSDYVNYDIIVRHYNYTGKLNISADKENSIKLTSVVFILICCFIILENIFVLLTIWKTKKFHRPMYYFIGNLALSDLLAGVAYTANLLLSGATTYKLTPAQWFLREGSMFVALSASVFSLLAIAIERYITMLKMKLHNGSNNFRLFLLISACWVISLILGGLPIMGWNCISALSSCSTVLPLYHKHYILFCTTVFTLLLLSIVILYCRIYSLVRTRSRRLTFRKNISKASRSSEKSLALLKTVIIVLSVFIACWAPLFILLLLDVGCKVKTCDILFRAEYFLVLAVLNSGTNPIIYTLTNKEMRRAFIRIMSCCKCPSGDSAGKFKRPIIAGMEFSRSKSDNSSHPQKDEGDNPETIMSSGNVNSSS
5HT1a antag – human 5-HT1a receptor antagonists, primary screen, cell-based, CHO, Ga15 NFAT-bla reporter. 5-hydroxytryptamine receptor 1A (Homo sapiens), P08908. CHO 5-HT1a Ga15 NFAT-bla reporter, antagonist mode. inhibition, % at 10 µM. 62,000 compounds, 0.68% hits. AID 612, 2007;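 active = inhibition above the mean of all tested compounds plus 3 SD, cut at about 43% in these data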;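 also: receptor stimulated by 5-CT agonist at 100 nM near EC80; beta-lactamase reporter measured by ratiometric fluorescence of a cleavable substrate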
HTR1E antagonist – 5-HT1E receptor antagonists, primary screen, cell-based, HTS. 5-hydroxytryptamine receptor 1E (Homo sapiens), P28566. CHO 5-HT1E Ga15 NFAT-bla reporter, FRET, antagonist. inhibition, % at 6 µM. 65,000 compounds, 0.99% hits;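 active = inhibition above a set limit, the mean inhibition across every tested compound plus 3 SD, cut at about 29% in these data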;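 also: signal is the 460 over 535 nm emission ratio of beta-lactamase substrate; 0% = agonist plus DMSO wells and 100% = wells without agonist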
RORA act – activators of orphan receptor RORA, primary screen, cell-based, luminescence; CHO-K1 Gal4-RORA LBD luciferase reporter; percent increase over mock-subtracted basal signal; AID 560, 2006; 65,000 compounds, 1.5% hits; activation, % at 10 µM; Nuclear receptor ROR-alpha (Homo sapiens), P35398;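 active = activation above the mean of all tested compounds plus 3 SD, cut at about 49% in these data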;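 also: 0% = DMSO-treated RORA cells and 100% = added signal equal to DMSO minus mock-transfected cells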
Target sequence (P35398 whole entry, looked up, the tested form may be a part): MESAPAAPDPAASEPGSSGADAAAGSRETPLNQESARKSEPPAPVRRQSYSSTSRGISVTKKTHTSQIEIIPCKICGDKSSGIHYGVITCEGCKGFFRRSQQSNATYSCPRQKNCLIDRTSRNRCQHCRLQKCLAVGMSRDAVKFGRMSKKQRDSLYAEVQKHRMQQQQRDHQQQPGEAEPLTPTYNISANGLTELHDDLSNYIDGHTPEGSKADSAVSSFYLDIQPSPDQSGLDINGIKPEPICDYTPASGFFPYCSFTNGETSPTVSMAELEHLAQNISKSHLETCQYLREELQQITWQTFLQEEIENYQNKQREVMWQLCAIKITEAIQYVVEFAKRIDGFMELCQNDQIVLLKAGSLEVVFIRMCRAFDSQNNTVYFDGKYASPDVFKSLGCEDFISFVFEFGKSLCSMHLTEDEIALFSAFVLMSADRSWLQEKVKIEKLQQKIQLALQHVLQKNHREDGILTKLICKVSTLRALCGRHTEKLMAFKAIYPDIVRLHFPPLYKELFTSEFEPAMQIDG
SF-1 act – activators of human SF-1, primary screen, cell-based, CHO-K1, Gal4-SF-1 LBD, luciferase luminescence; activation, % at 10 µM; 65,000 compounds, 1.9% hits; CHO-K1 Gal4-SF-1 LBD luciferase reporter; % increase over DMSO SF-1-specific signal; Steroidogenic factor 1 (Homo sapiens), Q13285;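 active = activation above the mean activation of all tested compounds plus 3 SD, cut at about 50% in these data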
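Test system: CHO-K1 cells co-transfected with Gal4 DBD–human SF-1 LBD, 5xGal4 luciferase reporter. Quantity: 4,000 cells per well. Compound: 10 µM only. Incubation: compound added 1 h post-seeding, 20 h exposure at 37 °C, 5% CO2. Detection: SteadyLite luciferase luminescence. Replication: one test per compound.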
S1P3 agonist – human S1P3 receptor agonists, primary screen, cell-based, primary and confirmation, NFAT-BLA reporter; Sphingosine 1-phosphate receptor 3 (Homo sapiens), Q99500; S1P3 NFAT-BLA reporter cells, agonism, FRET ratio; relative to 1 µM S1P, basal subtracted; activation, % at 4.5 µM; 60,000 compounds, 0.1% hits;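 active = activation above the screen-wide mean plus 3 SD, cut at about 4.5% in these data, passing the limit was not always enough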; also: some compounds called inactive have numbers as strong as hits
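Material: Human S1P3 NFAT-BLA reporter CHO cells | Incubation: Overnight plating, 4 h compound 37 °C, 2 h substrate RT | Signal: FRET β-lactamase substrate fluorescence, excitation 405 nm, 460/535 nm emission ratio, background-subtracted | Compound: 4.5 µM final, single dose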
Active calls of the source: *; . = no result given.

The first three records, ahead of the listing:
SMILES | tolC growth inh | AP ELISA ortho | HTR1E agonist | S1P1 ag-PAM | 5HT1a antag | HTR1E antagonist | RORA act | SF-1 act | S1P3 agonist
CC(C)NC(=O)c1ccc2c(=O)n(C3CCCC3)c(=S)[nH]c2c1 | -11 | 13 | 0.4 | -6 | 3 | -4 | 13 | -9 | -0.4
CCn1c(SCC(=O)Nc2nccs2)nnc1-c1ccc(S(=O)(=O)N2CCCCC2)cc1 | 27 | 11 | 0.2 | 6 | -10 | -4 | -17 | -9 | 0.5
CN(C)CC1(c2ccccc2)CCCC1 | 0 | -1 | 0.7 | 14 | 4 | -1 | -3 | 0 | -1.0

Main list, from the start:
SMILES | tolC growth inh | AP ELISA ortho | HTR1E agonist | S1P1 ag-PAM | 5HT1a antag | HTR1E antagonist | RORA act | SF-1 act | S1P3 agonist
CC(C)NC(=O)c1ccc2c(=O)n(C3CCCC3)c(=S)[nH]c2c1 | -11 | 13 | 0.4 | -6 | 3 | -4 | 13 | -9 | -0.4
CCn1c(SCC(=O)Nc2nccs2)nnc1-c1ccc(S(=O)(=O)N2CCCCC2)cc1 | 27 | 11 | 0.2 | 6 | -10 | -4 | -17 | -9 | 0.5
CN(C)CC1(c2ccccc2)CCCC1 | 0 | -1 | 0.7 | 14 | 4 | -1 | -3 | 0 | -1.0
CCn1c(CNc2ccccc2Cl)nnc1SCC(=O)OC1CCCCC1 | 73* | -1 | 0.7 | -2 | 4 | -3 | -17 | -12 | -1.6
CN1CCN(c2cc(=O)n(C3CCCCC3)c(=O)[nH]2)CC1 | -16 | 27 | 1.2 | -9 | -8 | 9 | -5 | 5 | -0.4
COC(=O)CCc1n[nH]c(=O)[nH]c1=O | -16 | 21 | 0.3 | -16 | -12 | 1 | -12 | 2 | -1.1
COc1cccc(C(O)c2cnc(C(C)C)n2C)c1OC (centres undefined) | 12 | 13 | -1.1 | . | 7 | -4 | -19 | 6 | .
C=CCn1c(=O)c(C(=O)Nc2ccccc2C(=O)OCC)c(O)c2ccccc21 | 19 | 8 | 0.3 | -12 | -6 | 3 | -18 | 9 | 0.0
O=C(NCCc1ccccc1)c1cnc2sccn2c1=O | -11 | 21 | 0.3 | -1 | 1 | -8 | 84* | 38 | 0.1
O=C1CCCC/C1=C\Nc1ccc(O)cc1 | -7 | 15 | 0.3 | -28 | -5 | -2 | -27 | -29 | -1.6
Clc1ccc(SCc2cn3ccsc3n2)cc1 | 14 | . | -0.7 | 10 | . | 4 | 30 | 58* | -4.7
O=C(Cn1ncc2c(=O)oc3ccccc3c21)N1CCN(c2ccccn2)CC1 | -2 | 19 | -0.6 | 8 | -5 | -2 | 12 | 4 | -1.3
COc1ccc(C2CC(=O)N3CN(c4ccc(C)c(Cl)c4)CSC3=C2C#N)cc1OC (centres undefined) | 9 | 9 | 0.6 | -26 | 14 | -3 | -10 | 2 | -0.3
O=C(Nc1ccc(F)cc1F)N1CCN(C/C=C/c2ccccc2)CC1 | -3 | 12 | 0.4 | 22 | -22 | -10 | 9 | -2 | -1.5
O=C(CSc1nc(-c2ccco2)cc(C(F)(F)F)n1)Nc1ccc(C(=O)N2CCCCC2)cc1 | 22 | 9 | 1.3 | 3 | -5 | -1 | 0 | -37 | -0.7
Cc1nc2nc(-c3ccccc3)nn2c(C)c1Cl | 3 | 18 | 0.6 | . | 8 | -8 | 77* | 103* | -1.3
Cc1ccc(N2CC(C(=O)NCc3ccccn3)CC2=O)cc1 (centres undefined) | -29 | 28 | 0.1 | 9 | -9 | 1 | 5 | -2 | -0.5
Cc1ccc(-c2nnn(CC(=O)N(c3cccc(F)c3)C(C(=O)NC3CCCC3)c3ccco3)n2)o1 (centres undefined) | -19 | -2 | 1.3 | -8 | 27 | 32* | -9 | -36 | 0.5
COc1cc(-c2cc(C(F)(F)F)n3ncc(C(=O)O)c3n2)cc(OC)c1OC | 11 | . | -0.2 | -4 | . | 3 | 4 | -7 | -2.2
CCc1nc2ccccc2n1Cc1ccc(OC)c(OC)c1 | 0 | -4 | -1.1 | . | 11 | 10 | -22 | 4 | .
CCc1[nH]nc2c1C(c1ccc(Br)s1)C(C#N)=C(N)O2 (centres undefined) | 9 | 17 | -0.7 | 20 | . | 4 | -19 | 8 | -4.6
Cc1ccc(S(=O)(=O)NCCc2ccncc2)cc1 | 0 | 13 | -1.3 | 13 | 4 | -1 | -15 | -17 | -1.7
CC1=CC(C)(C)Nc2ccc(OC(=O)c3cccnc3)cc21 | 1 | 27 | 4.2 | 64* | 26 | 30* | -12 | 10 | 0.3
CCOC(=O)C(C(=O)OCC)=C1OC(=O)c2ccccc21 | 9 | -15 | 1.0 | . | -10 | -1 | -13 | -9 | -0.4
COc1ccc(OC)c(N(CC(=O)O)S(=O)(=O)c2ccc(OC)c(OC)c2)c1 | -13 | 1 | -0.7 | -32 | 0 | 7 | -4 | -6 | -0.2
Nc1nnc(N2CCCCC2)s1 | -7 | 20 | -0.1 | -20 | 5 | -3 | -6 | 4 | -0.5
CC(=O)Nc1c(O)nc(SCC(=O)Nc2nnc(CC(C)C)s2)[nH]c1=O | -7 | 2 | 0.2 | . | -16 | -10 | 2 | 7 | -0.2
CC1(C(=O)N(CC(=O)NC2CCCC2)C2CCCC2)CC(=O)N=C2C=CC=CN21 (centres undefined) | -27 | 13 | -0.4 | 0 | -13 | -1 | 7 | 4 | 0.4
Cc1ccc(N(C(=O)c2ccc3c(c2)OCO3)C2C=CS(=O)(=O)C2)cc1 (centres undefined) | -12 | 3 | -0.2 | -4 | 4 | -4 | 7 | -10 | 0.7
CC(C)N(C(=O)NC(=O)NCC1CCCO1)S(C)(=O)=O (centres undefined) | -14 | 13 | -0.3 | 11 | 6 | -6 | -20 | -16 | -0.7
COc1ccc(CCNC2CC(=O)N(CCc3ccc(OC)c(OC)c3)C2=O)cc1OC (centres undefined) | -14 | 9 | 1.1 | 12 | -4 | -1 | -23 | -12 | -1.6
CCOc1ccc(S(=O)(=O)n2nnc3ccccc32)cc1C(C)C | -9 | 2 | -0.4 | -10 | 7 | -1 | -15 | -3 | -0.5
Cc1sc2ncnc(OCC(=O)N3CCN(S(=O)(=O)c4ccccc4)CC3)c2c1C | -1 | 10 | -0.1 | 12 | -6 | -5 | -2 | -1 | -0.4
c1n[nH]c(NC2=NCCC2)n1 | -11 | 17 | -1.5 | -20 | 2 | 4 | -1 | 3 | 0.3
CCSC1(SCC)N=C(N)C2(C#N)C(c3ccc(OC)c(OC)c3OC)C12C#N (centres undefined) | -16 | -4 | 0.2 | -27 | 27 | -6 | -22 | -11 | 0.5
CC12CCCCC1(O)[N+](=O)C1=C(CCCC1)N2[O-] (centres undefined) | -22 | 19 | 0.2 | 3 | -3 | 7 | 2 | 6 | -0.6
O=C1C2=C(SCCS2)C(=O)N1CCCO | -8 | -4 | -0.1 | -3 | -3 | 5 | -4 | 7 | -1.6
COC(=O)c1[nH]c2cc(OC)ccc2c1NC(=O)CN1CCOCC1 | -8 | 5 | 0.1 | -9 | -2 | -10 | -17 | -28 | -0.7
CN(C)CCn1c(C(=O)Nc2ccccc2)cc2ccccc21 | -43 | 4 | -0.3 | -20 | 11 | 2 | -15 | -6 | -0.6
Cc1ccc(-c2csc3ncnc(-n4nc(C)cc4N)c23)cc1 | 11 | 12 | 8.7* | -3 | -4 | -8 | -2 | 5 | 0.0
COCCn1nnnc1CN(CCCN1CCOCC1)Cc1cc2c(C)ccc(C)c2[nH]c1=O | -16 | -10 | 0.0 | -12 | -2 | -6 | -13 | -9 | 0.2
Cc1cc(C)n(-c2nc3c(c(=O)[nH]c(=O)n3C)n2Cc2cccc(Br)c2)n1 | 18 | -11 | 1.1 | 9 | -5 | -1 | 8 | -7 | -0.7
CCOC(=O)N1CCC(NC(=O)Cc2cn(C)c3ccccc23)CC1 | -8 | 14 | 1.1 | . | -8 | -15 | 8 | -5 | .
CCCOc1ccc2ccccc2c1/C=N/n1c(C)nnc1-n1nc(C)cc1C | 12 | -2 | -0.1 | 18 | 38 | 17 | 21 | 31 | -0.6
CCc1n[nH]c2c1/C(=N/O)CCC2 | -13 | 7 | 0.9 | -22 | -2 | -13 | -5 | -16 | -0.6
C(=N\c1nc2ccccc2[nH]1)/c1cccs1 | -12 | 9 | 1.0 | -19 | -5 | -4 | 9 | -2 | -0.7
Cn1c(=O)c2c(ncn2CC(=O)N2CCc3ccccc3C2)n(C)c1=O | -15 | 8 | -0.1 | -22 | 11 | -5 | -10 | -3 | 0.1
CC(NC(=O)Cn1cnc2c1c(=O)n(C)c(=O)n2C)c1ccccc1 (centres undefined) | -6 | 4 | 0.1 | -23 | 6 | -1 | 1 | -9 | -1.2
CSc1nnc(Cn2c(=O)sc3ccccc32)n1-c1cccc(Cl)c1 | 18 | 15 | -1.3 | -2 | 4 | -9 | 9 | -16 | 1.7
CCOc1ccc(NC(=O)CSc2nnc(-c3ccccn3)n2N)cc1 | -6 | 20 | -1.1 | . | -6 | 22 | -2 | -6 | .
CN(C)C(=O)c1ccc(COc2ccccc2Br)o1 | 15 | 1 | -0.4 | -16 | -10 | -7 | 41 | 49 | 0.8
CC(=NCCc1ccccc1)C1=C(O)CSC1=O | -16 | 6 | -1.0 | -15 | -16 | 1 | 19 | 8 | 0.2
O=C(NCCOCC(F)(F)C(F)F)c1cc(F)c(F)cc1Cl | -12 | -1 | -0.5 | . | 2 | -5 | -6 | -5 | -0.4
Cc1ccc(-c2ccc(=O)n(CC(=O)NCCCN3CCCCC3C)n2)cc1 (centres undefined) | 3 | 11 | 0.6 | 9 | 6 | 5 | -10 | 5 | -1.4
CC1CN(S(=O)(=O)c2cccc(-c3cn4cccnc4n3)c2)CC(C)O1 (centres undefined) | -23 | 23 | 0.5 | -16 | -7 | 3 | 13 | -37 | -0.5
